Screening data as filed in PubChem.
HCMV inh: human cytomegalovirus inhibition; activity change, negative = inhibition, % at 57.5 µM; AID 1259415; hit rate 4.5% among 410,000; HFF cells, HCMV-luciferase reporter, 72 h; stronger effect = lower value; in the data active = activity change below about -60%; inconclusive = no clear call, values can overlap the other calls; inactive = above about -39%
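Compounds were evaluated in HFFs infected with an HCMV luciferase reporter virus (MOI 1 PFU/cell). Luciferase in lysates collected 72 h post infection served as the replication measure.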
AmpC inh no detg: AmpC beta-lactamase inhibition without detergent | P00811 | AmpC nitrocefin hydrolysis, absorbance 480 nm, 0.0001% Triton | Potency, µM (top dose mostly 57.1 µM), for inactives: at the highest dose activity change, negative = inhibition, hits mostly inhibitors | hit rate 0.52% among 330,000 | AID 485341;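 also: potency is read from the fitted curve at half-maximal effect; plate controls were no compound for no effect and no enzyme for full effect; nearly all actives have a fitted effect of over 20% in size; some results filed as inactive show a strong effect at the top dose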
Target sequence (P00811 whole entry, looked up): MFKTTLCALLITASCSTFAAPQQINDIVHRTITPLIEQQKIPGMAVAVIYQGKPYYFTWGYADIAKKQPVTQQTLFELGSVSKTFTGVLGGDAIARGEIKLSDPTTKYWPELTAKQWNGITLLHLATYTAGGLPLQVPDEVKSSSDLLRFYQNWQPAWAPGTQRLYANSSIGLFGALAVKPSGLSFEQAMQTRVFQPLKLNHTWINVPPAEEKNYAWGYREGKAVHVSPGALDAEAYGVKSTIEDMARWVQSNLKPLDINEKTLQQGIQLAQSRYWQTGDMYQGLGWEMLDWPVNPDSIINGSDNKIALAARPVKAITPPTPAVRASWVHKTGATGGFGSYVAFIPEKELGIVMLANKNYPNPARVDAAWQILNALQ
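AmpC (5.3 nM in the dispensed reagent) in 20 mM phosphate pH 7.0 with 0.01% (detergent screen) or 0.0001% Triton X-100 was preincubated with compounds for 15 min at room temperature. Nitrocefin was then added from an 800 uM solution, and hydrolysis was followed at 480 nm.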
Sm TGR inh: inhibitors of Schistosoma mansoni thioredoxin glutathione reductase; Q962Y6; purified TGR, DTNB reduction, TNB absorbance 405 nm; Potency, µM (top dose mostly 114 µM), inactives show at the top dose activity change, negative = inhibition, usual class: inhibitors; hit rate 3% among 360,000; also: potency is read from the fitted curve at half-maximal effect; nearly all actives have a fitted effect of over 60% in size
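First, TGR (20 nM dispensed) and NADPH were mixed with compound. Second, a 15 min room-temperature incubation followed. Third, further NADPH and then DTNB were added to start the reaction. Finally, TNB absorbance was monitored kinetically.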
FBPA Giardia inh: blocks Giardia fructose-bisphosphate aldolase activity; purified Giardia FBPA; Potency, µM (top dose mostly 59.6 µM), without a hit: at the highest dose activity, negative = inhibition, actives largely listed as inhibitors; hit rate 0.71% among 290,000; AID 2451; also: potency is read from the fitted curve at half-maximal effect; nearly all actives have a fitted effect of over 55% in size
Target sequence (A8B2U2 whole entry, looked up): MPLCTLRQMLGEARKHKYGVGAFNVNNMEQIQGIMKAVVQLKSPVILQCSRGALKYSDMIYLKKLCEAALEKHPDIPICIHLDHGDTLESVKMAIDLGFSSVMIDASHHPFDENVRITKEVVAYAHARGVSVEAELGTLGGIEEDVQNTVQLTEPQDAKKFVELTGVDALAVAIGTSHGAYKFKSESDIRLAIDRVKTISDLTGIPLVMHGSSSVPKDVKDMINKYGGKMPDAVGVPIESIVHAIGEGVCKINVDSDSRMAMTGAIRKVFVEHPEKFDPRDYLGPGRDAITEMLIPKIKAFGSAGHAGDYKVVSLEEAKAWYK
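40 nM FBPA preincubated 10 min at RT with compound (up to 57.5 uM final), then substrate plus GAPDH/TPI/NAD/arsenate coupling and diaphorase/resazurin added. Fluorescence read after 20 min at RT, 525/598 nm.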
AmpC inh detg: inhibitors of E. coli AmpC beta-lactamase with detergent. P00811. AmpC hydrolysis of nitrocefin, absorbance 480 nm, 0.01% Triton. Potency, µM (highest dose often 114 µM), without a hit: top-dose activity change, negative = inhibition, hits mostly inhibitors. hit rate 0.041% among 370,000. AID 485294;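 also: potency is read from the fitted curve at half-maximal effect; 0% = no-compound wells and -100% = no-enzyme wells; nearly all actives have a fitted effect of over 25% in size; some results filed as inactive show a strong effect at the top dose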
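AmpC (5.3 nM in the dispensed reagent) in 20 mM phosphate pH 7.0 with 0.01% (detergent screen) or 0.0001% Triton X-100 was preincubated with compounds for 15 min at room temperature. Nitrocefin was then added from an 800 uM solution, and hydrolysis was followed at 480 nm.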
HCV inh: inhibitors of hepatitis C virus infection; Huh7.5.1 HCVcc-Cre infection, luciferase reporter, 44 h; Potency, µM (titrated, usually from 41.8 µM), for inactives: top-dose activity change, negative = inhibition, hits mostly inhibitors; hit rate 3.4% among 340,000; also: potency is read from the fitted curve at half-maximal effect
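Reporter virus HCVcc-Cre (~0.5 moi) infects cells exposed to compound; seeding density 1,000 cells/well with 4 h settling beforehand. Luminescence, 15 sec read, taken 44 h post-infection following a 15 min RT substrate incubation.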
The depositor's hits bear a star; ? = inconclusive; / = no result given; [ ] = remark or other dose. Unless noted, calls follow the shape of the dose curve; as a rule, active = well fitted curve in the direction sought with a large enough effect; inconclusive = small, poorly fitted or top-dose-only effect, or another doubt; inactive = no such curve, though single readings can be large; an effect the other way counts as inactive or inconclusive. Unless noted, % is scaled to controls: 0 for no effect and ±100 for the full control effect.

Under each structure – HCMV inh	AmpC inh no detg	Sm TGR inh	FBPA Giardia inh	AmpC inh detg	HCV inh
- CC(C)OP(=O)(OC(C)C)C1(O)C(=O)Nc2ccccc21 (stereo not drawn)
→ 30	-3%	-26%	2%	1%	1%
- CN(C)c1ccc(NC(=O)C2(c3cccs3)CCOCC2)cc1
→ 0	/	-9%	/	4%	/
- COc1cccc(C(=O)NCC2CCCN(C3CCCCC3)C2)c1OC (stereo not drawn)
→ 68	31%	-1%	-12%	-1%	3%
- CC(C)C(NC(=O)CN1C(=O)c2cccc3cccc1c23)C(C)C
→ 44	-18%	2%	1%	-6%	-9%
- O=C(Nc1cccc2ccccc12)c1ccccc1Cl
→ -18	-22%	-6%	0%	-5%	4%
- CCOC(=O)c1cc(-c2ccc(OC)cc2F)nc2c1c(C)nn2CCC#N
→ -23	78%[activator]	-7%	-3%	?	?
- O=C(c1cc(-c2cccs2)on1)N1CCN(c2ccc(F)cc2)CC1
→ ?	-13%	9%	-1%	-4%	?
- Cc1ccc(SC(c2ccc(C)cc2)C(Cn2cncn2)C(=O)c2ccccc2)cc1 (stereo not drawn)
→ -15	-6%	-10%	5%	-14%	-28%
- Cc1ccnc(N2CCCC(C(=O)NC3CC3)C2)n1 (stereo not drawn)
→ 84	-8%	2%	-3%	4%	7%
- CCOC(=O)c1c(C)[nH]c(C)c1S(=O)(=O)N1CCN(c2cccc(C)c2)C(C)C1 (stereo not drawn)
→ 35	4%	-2%	9%	-8%	7%
- CCOC(=O)/C(C(C)=O)=C1\OC(=O)c2ccccc21
→ 18	-9%	20µM*	11%	-16%	17%
- Cc1ccc(S(=O)(=O)N2CCN(C(=O)CSc3ncn[nH]3)CC2)cc1
→ -11	-10%	2%	/	-8%	1%
- O=C1CC(N2CCCCCC2)C(=O)N1c1ccc2c(c1)OCO2 (stereo not drawn)
→ 19	-25%	7.9µM*	5%	-8%	-2%
- CSc1nc(Oc2ccc(F)cc2)c2ccccc2n1
→ ?	-17%	2%	4%	-7%	?
- Cc1ccc(N2C(=O)CS(=O)(=O)C23C(=O)N(Cc2ccccc2F)c2ccccc23)cc1Cl (stereo not drawn)
→ -7	/	11%	/	8%	/
- COc1ccc(C(=O)Nc2nc(C)c(C(=O)N(C)C)s2)cc1OC
→ 175	-17%	-2%	4%	-11%	-10%
- O=C(CC(c1ccccc1)c1ccccc1)Nc1ccc(O)cc1
→ 18	-16%	1%	1%	-4%	-3%
- Cc1ccc(NC(=O)Cc2nc(CSc3nnc(-c4ccc5c(c4)OCO5)o3)cs2)cc1
→ 108	-31%	-1%	-3%	?	?
- COc1ccc2c(c1)OC/C(=C/c1cccs1)C2=O
→ 32	0%	2%	6%	6%	1%
- CC1(C)CC(=O)C=C(N2CCNCC2)C1
→ -26	-11%	0%	2%	?	-2%
- COCCCNC(=S)N1CCN(C(=O)c2ccco2)CC1
→ 7	-17%	-15%	5%	-11%	22%
- O=C(c1cnc2sccn2c1=O)N1CCN(c2ccccc2Cl)CC1
→ -1	-7%	-11%	4%	6%	8%
- CCCN(CCC)Cc1c(C(=O)N/N=C/c2ccsc2)nnn1-c1nonc1N
→ -13	-35%	-4%	-5%	?	9%
- COc1ccc(OC)c(S(=O)(=O)Nc2ccc(Oc3ccccc3)cc2)c1
→ -64*	-15%	7%	1%	1%	?
- CSCCOC(=O)c1[nH]c2c(c1C)C(=O)CC(c1ccco1)C2 (stereo not drawn)
→ ?	-47%	?	0%	?	?
- O=C1OC[C@@H]2CCCN2C(=O)[C@@H](CC(=O)N(CCO)Cc2ccccc2)C/C=C\CC[C@H]1Cc1ccc(F)cc1
→ 6	216%[activator]	/	/	/	3%
- O=C1S/C(=C\c2ccc(O)c([N+](=O)[O-])c2)C(=O)N1Cc1cccc([N+](=O)[O-])c1
→ 4	-16%	-1%	4%	1%	0%
- C=CCn1c(N(C)C)nc2c1c(=O)[nH]c(=O)n2C
→ -21	-15%	8%	4%	3%	12%
- Cc1nc(N2CCC(C)CC2)c2nnn(Cc3ccccc3)c2n1
→ -1	44%	-2%	1%	-1%	?
- CCn1c2ccccc2c2cc(NC(=O)C3CCN(S(=O)(=O)c4cccs4)CC3)ccc21
→ 6	-9%	-8%[11.4 µM]	3%	-13%	4µM*
- CNc1nnc(-c2ccc(N(C)C)cc2)s1
→ 33	-14%	1%	-1%	-4%	10%
- CCCCn1c2c(c(=O)n(C)c1=O)C(c1ccc(OC)cc1)N1CCCCCC1=N2 (stereo not drawn)
→ -30	129%[activator]	11%	7%	-10%	-15%
- Cc1ccc(-c2nnn(CC(=O)N(CCO)C(C(=O)NC3CCCCC3)c3ccncc3)n2)o1 (stereo not drawn)
→ -36	-9%[11.4 µM]	-10%	1%	?	13%
- CCC(C(=O)Nc1cccnc1)c1ccccc1 (stereo not drawn)
→ 13	21%	6%	14%	2%	5%
- O=C1NC(=O)N(Cc2ccccc2)C(=O)/C1=C/c1cnc(-c2ccccc2)nc1
→ 47	-48%	10µM*	0%	?	-5%
- Cc1nc(-c2ccc(S(=O)(=O)Nc3cccc(S(N)(=O)=O)c3)s2)cs1
→ -13	-33%	-4%	-11%	7%	0%
- COc1ccc(Cc2noc(-c3ccc(OC)c(OC)c3)n2)cc1OC
→ -14	124%[activator]	-14%	-4%	-17%	?
- O=C(CN(c1ccccc1)S(=O)(=O)c1ccc(F)cc1)NC1CCS(=O)(=O)C1 (stereo not drawn)
→ 29	-26%	-2%	3%	-1%	23%
- CCCC(=O)Nc1ccc(C(=O)N/N=C/c2ccc[nH]2)cc1
→ ?	-10%	1%	-8%	-13%	?
- Cc1c(Cl)cccc1NC(=O)Cn1nnc2sc3c(c2c1=O)CCCC3
→ -4	/	7%	/	1%	/

Record cards (already shown).
Entry for `O=C(CN(c1ccccc1)S(=O)(=O)c1ccc(F)cc1)NC1CCS(=O)(=O)C1` (stereo not drawn) : HCMV inh = 29; AmpC inh no detg = -26%; Sm TGR inh = -2%; FBPA Giardia inh = 3%; AmpC inh detg = -1%; HCV inh = 23%
Entry for `O=C1OC[C@@H]2CCCN2C(=O)[C@@H](CC(=O)N(CCO)Cc2ccccc2)C/C=C\CC[C@H]1Cc1ccc(F)cc1` : HCMV inh = 6; AmpC inh no detg = 216%[activator]; Sm TGR inh = /; FBPA Giardia inh = /; AmpC inh detg = /; HCV inh = 3%

Later entries.
Under each structure – HCMV inh	AmpC inh no detg	Sm TGR inh	FBPA Giardia inh	AmpC inh detg	HCV inh
- Cc1cc(C(=O)Cn2ncc(Cl)c(Cl)c2=O)c(C)n1CC(F)(F)F
→ -100*	-50%	45µM*	-2%	-5%	?
- CC(C)(C)NC(=O)Cn1c(SCC(=O)NCc2cccs2)nc2ccccc21
→ -9	-6%	-2%	2%	?	-25%
- COc1ccc(CCNC(=O)C2CC(c3cc(C(F)(F)F)cc(C(F)(F)F)c3)=NO2)cc1 (stereo not drawn)
→ 11	15%	34%	-9%	4%	12%
- COC(=O)c1cc(C(=O)OCC(=O)N2CCCCC2)cc([N+](=O)[O-])c1
→ 12	-12%	/	/	/	3%
- Cc1occc1C(=O)Nc1cc(C(C)(C)C)on1
→ 115	-19%	-11%	1%	-7%	-22%
- O=C(c1cnsn1)N1CCN(c2ccccc2)CC1
→ 44	/	9%	8%	9%	11%
- CCOC(=O)c1c(C)oc2nc(C)nc(NCCc3ccc(SC)cc3)c12
→ -3	/	13%	/	22%	/
- CN1CCC(C2(O)c3ccccc3CSc3sccc32)CC1 (stereo not drawn)
→ 19	-8%	6%	0%	7%	0%
- CC1CCCC(C)N1C(=O)CSCc1ccc(Cl)cc1 (stereo not drawn)
→ -24	-2%	-8%	-20%	-1%	4%
- COc1ccc(NC(=O)CN(C)CC(=O)N2CCCCCC2)cc1
→ -8	0%	-16%	/	0%	-1%
- O=C(NCc1ccco1)c1ccc(S(=O)(=O)N2CCCCCC2)cc1
→ 0	-26%	-6%	/	-14%	-13%
- C=CCNC(=O)/C(C#N)=C/c1c(N2CCCCCC2)nc2ccccn2c1=O
→ ?	42%	-16%	-1%	2%	-22%
- CCNc1nc(NC(C)C)nc(ON=C(C)C)n1
→ /	-8%	-2%	-1%	-14%	-1%
- NS(=O)(=O)c1ccc(NC2(C(=O)O)CCCC2)cc1
→ 6	-8%	-14%	-1%	3%	7%
- O=c1c2ccccc2cnn1Cc1n[nH]c(=S)n1-c1ccc(Cl)cc1
→ -24	-22%	8%	2%	?	30%[activator]
- COc1cccc(C(=O)NC2CCN(C(=O)N3c4ccccc4Sc4ccccc43)CC2)c1
→ ?	?	-7%	-1%	-2%	?
- CC(C)(C)c1cc(CNC2CS(=O)(=O)C[C@@H]2O)cc(C(C)(C)C)c1O (stereo partly drawn)
→ -9	12%	1.6µM*	-12%	-5%	?
- O=C(OCc1nc2ccccc2s1)c1ccc(Br)s1
→ 81	-24%	3%	/	-10%	10%
- COCCn1c(=O)[nH]c2cc(C(=O)NCCCN3CCN(c4ccc(F)cc4)CC3)ccc2c1=O
→ 5	32%	1%	1%	-11%	10µM*
- Nc1nc(SCC(=O)NC2CCCC2)[nH]c(=O)c1-c1ccccc1
→ /	-9%	-31%	0%	?	/

Structures listed so far that contain a cyano group, in the order listed:
Under each structure – HCMV inh	AmpC inh no detg	Sm TGR inh	FBPA Giardia inh	AmpC inh detg	HCV inh
- CCOC(=O)c1cc(-c2ccc(OC)cc2F)nc2c1c(C)nn2CCC#N
→ -23	78%[activator]	-7%	-3%	?	?
- C=CCNC(=O)/C(C#N)=C/c1c(N2CCCCCC2)nc2ccccn2c1=O
→ ?	42%	-16%	-1%	2%	-22%

The listing continues:
Under each structure – HCMV inh	AmpC inh no detg	Sm TGR inh	FBPA Giardia inh	AmpC inh detg	HCV inh
- Cc1ccc(C)c(OCc2nnc(N)s2)c1
→ 10	-27%	7%	7%	1%	?
- CC1(C)CC(NC(=O)c2cccc(S(=O)(=O)N(Cc3ccccc3)c3ccccc3)c2)CC(C)(C)N1
→ -18	141%[activator]	0%	/	?	2.2µM*
- Cc1sc2ncnc(N3CCC(C(=O)N(C)CC(=O)Nc4ccccc4Cl)CC3)c2c1C
→ -79*	184%[activator]	-13%	10%	-2%	/
- C(=N\n1cnnc1)/c1ccc2c(c1)OCCO2
→ 2	-19%	0%	1%	5%	21%
- COC(=O)C1=C(C)NC(=O)CC1c1ccccc1 (stereo not drawn)
→ 0	-10%	0%	3%	3%	3%
- COc1cc(/C=N/NC(=O)c2ccc(N)cc2)ccc1OC(=O)c1cccc(C)c1
→ -5	-11%	-4%	1%	-2%	?
- Cc1ncoc1C(=O)N1CCCC(C(=O)c2ccc3c4c(cccc24)CC3)C1 (stereo not drawn)
→ -68*	115%[activator]	-6%	-12%	0%	?
- CC1CCCCC1NC(=O)CSc1nncs1 (stereo not drawn)
→ -3	-13%	0%	-1%	?	13%
- CCOCCCNC(=O)C(NC(=O)Cc1cccs1)c1ccccc1 (stereo not drawn)
→ 31	-3%	1%	-4%	1%	19%
- O=C(CSc1nnc(NC(=O)C2CC2)s1)NCc1ccccc1Cl
→ -15	-26%	-16%	/	0%	0%
- CCCCOc1ccc(C2NC(=O)NC(C)=C2C(C)=O)cc1OCC (stereo not drawn)
→ -28	2%	-21%	5%	2%	-15%
